High-throughput results deposited in PubChem BioAssay by several laboratories.
Cdc25B inh = inhibitors of human Cdc25B phosphatase; P30305; recombinant Cdc25B, OMFP fluorescence Ex485/Em525; inhibition, %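 (compounds tested at 10 µM final in the well)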; 65,000 tested, 0.1% active; AID 368; in the data active = inhibition above about 50%
JNK3 inh = inhibitors of human JNK3 kinase | P53779 | purified JNK3 kinase activity, HTS | inhibition, % at 8 µM | 60,000 tested, 0.61% active | AID 746; in the data active = inhibition above about 17%;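 also: 0% = DMSO and 100% = reference inhibitor; many of its hits are not listed in these tables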
DUSP1 inh = human dual specificity phosphatase 1 inhibition. P28562. recombinant MKP-1, OMFP hydrolysis fluorescence. inhibition, %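 (compounds tested at a single concentration somewhere between 10 and 100 µM)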. 65,000 tested, 0.15% active;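 active = inhibition above about 50%, limit read from the data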;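 also: 0% = DMSO max control wells and 100% = wells with enzyme stopped by NaOH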
Abs 340nm = compound absorbs light at 340 nm; compound absorbance at 340 nm, fold over control; fold change at 10 µM; 65,000 tested, under 10 active;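 active = at 10 µM dose, initial 340 nm absorbance at least 2 fold that of control wells; inactive = change under 2 fold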;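 also: initial absorbance extrapolated from kinetic A340 decline of NADH oxidation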
Autofluor 339 = intrinsic fluorescence of library compounds, ex339/em460 – biochemical, MLSMR library, data from DPM-DC assay, artefact control, profiling panel; fluorescence fold increase at 10 µM; compound autofluorescence, ex339/em460 nm, NADH buffer; stronger effect = higher value; 1 = no-compound wells, NADH background; AID 709; 65,000 tested, 5.5% active;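 active = at 10 µM, mean starting fluorescence two-fold or more over control wells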;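 also: signal is the first read of a kinetic run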
ROCK2 inh = ROCK2 (human) kinase inhibition | O75116 | purified ROCK2, Kinase-Glo ATP depletion luminescence | inhibition, % at 6 µM | 60,000 tested, 0.35% active | AID 604;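 active = inhibition above the screen-wide mean inhibition plus 3 SD, cut at about 18% in these data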;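 also: plate controls were DMSO wells for no effect and Y-27632 control wells after no-enzyme background subtraction for full effect; many of its hits are not listed in these tables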
Target sequence (O75116 whole entry, looked up): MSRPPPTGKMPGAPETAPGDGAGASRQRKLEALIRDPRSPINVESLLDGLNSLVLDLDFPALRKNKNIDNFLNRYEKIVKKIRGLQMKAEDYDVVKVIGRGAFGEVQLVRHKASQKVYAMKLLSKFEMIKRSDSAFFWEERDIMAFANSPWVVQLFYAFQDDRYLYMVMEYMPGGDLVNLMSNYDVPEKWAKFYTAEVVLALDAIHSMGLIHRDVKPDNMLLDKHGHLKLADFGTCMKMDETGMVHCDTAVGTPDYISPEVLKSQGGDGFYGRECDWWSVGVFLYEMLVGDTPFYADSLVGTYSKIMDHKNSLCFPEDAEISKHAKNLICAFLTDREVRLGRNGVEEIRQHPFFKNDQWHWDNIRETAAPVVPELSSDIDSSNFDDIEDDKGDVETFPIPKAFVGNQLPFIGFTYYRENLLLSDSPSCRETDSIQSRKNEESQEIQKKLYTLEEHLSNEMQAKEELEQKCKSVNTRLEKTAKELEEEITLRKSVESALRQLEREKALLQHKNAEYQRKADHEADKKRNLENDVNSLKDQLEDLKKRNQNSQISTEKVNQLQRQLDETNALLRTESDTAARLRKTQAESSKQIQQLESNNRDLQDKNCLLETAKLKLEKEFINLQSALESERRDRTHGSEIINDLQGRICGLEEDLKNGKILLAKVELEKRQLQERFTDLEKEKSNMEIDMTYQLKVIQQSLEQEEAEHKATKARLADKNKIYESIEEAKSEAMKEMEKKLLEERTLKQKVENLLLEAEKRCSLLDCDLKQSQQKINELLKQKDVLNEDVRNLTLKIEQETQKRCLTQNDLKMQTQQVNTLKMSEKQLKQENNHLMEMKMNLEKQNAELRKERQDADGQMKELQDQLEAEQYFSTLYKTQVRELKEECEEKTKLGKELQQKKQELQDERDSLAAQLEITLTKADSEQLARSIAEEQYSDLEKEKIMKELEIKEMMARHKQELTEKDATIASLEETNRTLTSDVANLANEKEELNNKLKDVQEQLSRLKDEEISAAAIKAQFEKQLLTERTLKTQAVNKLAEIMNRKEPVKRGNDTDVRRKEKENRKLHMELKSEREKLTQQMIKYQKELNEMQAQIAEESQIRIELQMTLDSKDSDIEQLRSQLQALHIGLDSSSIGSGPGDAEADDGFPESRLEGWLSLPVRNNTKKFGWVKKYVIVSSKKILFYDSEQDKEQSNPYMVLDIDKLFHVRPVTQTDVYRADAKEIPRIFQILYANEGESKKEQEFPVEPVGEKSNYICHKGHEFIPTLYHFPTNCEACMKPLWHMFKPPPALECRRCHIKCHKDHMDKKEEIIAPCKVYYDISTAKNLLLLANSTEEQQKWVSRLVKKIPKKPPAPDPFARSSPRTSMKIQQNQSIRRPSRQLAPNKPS
PKA inh = blocks human protein kinase A activity. P17612. PKA Kemptide phosphorylation, Kinase-Glo ATP luminescence. inhibition, % at 6 µM. 65,000 tested, 0.1% active. AID 524;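 active = inhibition above the screen-wide mean inhibition plus 3 SD, cut at about 21% in these data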; also: many of its hits are not listed in these tables
Hsp90 block = displaces geldanamycin probe from tumor Hsp90 | P07900 | NCI-N417 lysate Hsp90, Cy3B-geldanamycin FP displacement | inhibition, % at 30 µM | 64,000 tested, 0.35% active | AID 429;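 active = inhibition above 50%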;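 also: 0% = tracer plus lysate wells and 100% = tracer alone without lysate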
HER2 expr 66K = Her2 kinase expression inhibition; P04626; SKBR-3 HER2 protein level, AlphaScreen, 18-24 h; stronger effect = lower value; HER2 level % of control, % at 10 µM; 65,000 tested, 0.69% active;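 active = HER2 level under 5% of the carrier-only control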;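 also: 100% = DMSO carrier and 0% = 500 nM PU-H71 HSP90 inhibitor; lower value means stronger loss of Her2 protein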
An asterisk follows results filed as active; . = no result given. Some of the compounds tested; the hit share may differ from the screen's.

Order of results – JNK3 inh, PKA inh, ROCK2 inh, DUSP1 inh, HER2 expr 66K, Cdc25B inh, Hsp90 block, Abs 340nm, Autofluor 339
Cc1c(NC(=O)CSC2=C(C#N)C(c3ccccc3F)CC(=O)N2)c(=O)n(-c2ccccc2)n1C (stereo not drawn)
  -10.5, 4.4, 6.1, -19.6, 91.5, -6.2, -3.6, 0.98, 1.1
Cc1ccc(-c2nnc(N3CCN(C(=O)CN4C(=O)c5ccccc5C4=O)CC3)c3ccccc23)cc1
  0.9, 12.1, 6.3, 17.5, 114.1, 1.2, -1.9, 1.01, 1.03
Cc1nc2sc(C(=O)O)c(N)c2c2c1COC(C)(C)C2
  4.6, 5.0, 1.4, -13.0, 94.6, 2.3, -21.2, 1.06, 1.22
Cc1nnc(SCCC(C)C)[nH]c1=O
  -4.4, -7.2, -8.0, 9.4, 85.5, 8.4, -1.2, 1.06, 1.02
Cc1cc(NC(=O)CN2CCC(n3nnc4cc(C(F)(F)F)ccc43)CC2)no1
  3.2, 1.8, -2.7, -0.5, 101.8, -0.9, 0.5, 0.98, 1.09
COC(=O)C1(S(=O)(=O)C2(C(=O)OC)CCCC2)CCCC1
  ., 8.6, ., 4.7, 107.4, -25.1, ., 1, 1.08
O=C(c1ccc2snnc2c1)N1CCSCC1
  3.8, 7.8, 2.1, 6.1, 77.6, -4.3, -3.2, 1.05, 1.09
CCOC(=O)C1=C(C)Nc2nc(C)nn2C1c1ccc(OCC)c(OC)c1 (stereo not drawn)
  0.3, 6.8, -2.5, 5.7, 106.0, 0.2, -3.9, 1.05, 1.14
O=C(NCC1CCCO1)c1ccc(COc2ccc(F)cc2)o1 (stereo not drawn)
  -3.5, 11.7, 9.2, 8.8, 85.7, -10.5, -2.5, 1.06, 1.08
CCN(C(=O)c1cccs1)c1nnc(-c2ccncc2)s1
  8.2, 12.6, 3.5, -3.3, 94.7, -2.1, 5.2, 0.99, 1.07
O=C(Nc1ccc(Cl)cc1)NC1(C(=O)NCCCN2CCOCC2)CCCCC1
  -1.4, 11.7, 1.9, -9.4, 123.3, -4.3, -0.5, 1.03, 1.09
COC(=O)CSc1nc2c(c(=O)n(C)c(=O)n2C)n1CCC(C)C
  7.8, 5.3, 7.8, -26.7, 142.8, -7.5, 1.0, 1.03, 1.06
O=C(O)C1C2C=CC(C2)C1C(=O)NCc1ccccn1 (stereo not drawn)
  ., 1.6, ., -18.6, 84.0, -4.3, 3.1, 0.98, 1.07
COC(=O)c1[nH]c2ccc(C)cc2c1NS(=O)(=O)c1ccc(F)cc1
  -6.3, -5.4, -3.5, 9.2, 103.1, -8.5, -5.2, 1.04, 1.3
O=C(CN1CCC(O)(c2ccc3c(c2)OCO3)CC1)N1CCOCC1
  ., 10.8, ., 9.4, 107.2, -2.2, -5.1, 1.03, 1.08
Cc1ccc(C2CC(c3cccc(Br)c3)n3nc(N)nc3N2)cc1 (stereo not drawn)
  -1.3, 7.8, 2.6, 17.8, 92.8, -4.2, -3.4, 1.03, 1.14
CCCCCC(=O)N1CCN(CCN=CC2=C(O)CC(c3ccc(OC)cc3)CC2=O)CC1 (stereo not drawn)
  5.6, 6.6, 2.8, 2.9, 74.2, 6.4, 0.1, 1.05, 1.1
Cn1c(NCCCO)nc2c1c(=O)n(Cc1ccccc1F)c(=O)n2C
  -2.9, 1.3, 2.8, -26.2, 102.3, -26.9, 1.8, 1.03, 1.03
CN(Cc1ccccc1)Cc1nc2c([nH]1)c(=O)n(C)c(=O)n2C
  ., 8.3, ., -13.1, 97.0, 1.6, -2.1, 1.07, 1.07
c1ccc(Cn2c(-c3cccs3)nc3nc4ccccc4nc32)cc1
  7.8, 8.0, 4.7, -2.4, 237.6, -4.1, -7.5, 1.03, 3.71*

Some of these compounds in order of their number in DUSP1 inh, high to low:
| SMILES | DUSP1 inh |
| --- | --- |
| O=C(NCC1CCCO1)c1ccc(COc2ccc(F)cc2)o1 (stereo not drawn) | 8.8 |
| Cc1cc(NC(=O)CN2CCC(n3nnc4cc(C(F)(F)F)ccc43)CC2)no1 | -0.5 |
| c1ccc(Cn2c(-c3cccs3)nc3nc4ccccc4nc32)cc1 | -2.4 |

Molecules from the list above that have a COOH group, in the order listed:
Order of results – JNK3 inh, PKA inh, ROCK2 inh, DUSP1 inh, HER2 expr 66K, Cdc25B inh, Hsp90 block, Abs 340nm, Autofluor 339
Cc1nc2sc(C(=O)O)c(N)c2c2c1COC(C)(C)C2
  4.6, 5.0, 1.4, -13.0, 94.6, 2.3, -21.2, 1.06, 1.22
O=C(O)C1C2C=CC(C2)C1C(=O)NCc1ccccn1 (stereo not drawn)
  ., 1.6, ., -18.6, 84.0, -4.3, 3.1, 0.98, 1.07

More compounds:
Order of results – JNK3 inh, PKA inh, ROCK2 inh, DUSP1 inh, HER2 expr 66K, Cdc25B inh, Hsp90 block, Abs 340nm, Autofluor 339
N#Cc1c(N)nc2c(c1N)CC(=O)N2c1ccccc1-c1ccccc1
  3.2, 6.0, 3.1, 1.4, 89.3, -9.9, -2.7, 1.02, 1.09
FC(F)(F)c1ccc(-n2ccnc2)nc1
  -0.4, -0.1, 0.6, -2.8, 89.4, -6.2, 3.0, 0.99, 1.11
Cn1c(=O)cc(OCCCC(=O)NCc2ccco2)c2ccccc21
  -0.3, 7.7, 3.8, 27.3, 123.8, -12.0, -2.5, 1.01, 1.05
CC1Cc2nc(SCC(=O)N3CCc4ccccc43)n(C)c(=O)c2S1 (stereo not drawn)
  4.0, 13.9, 3.6, 10.6, 100.7, -9.2, -0.8, 1.04, 1.06
CCC(C)C(NC(=O)C1CCC(C)CC1)C(=O)NC(C(=O)OC)C(C)C (stereo not drawn)
  -3.0, -5.4, -1.8, 11.1, 77.5, -5.6, 2.2, 1.02, 1.21
CCCCOC(=O)C1[C@H]2C(=O)N(Cc3cccs3)C[C@]23C=C[C@H]1O3 (stereo partly drawn)
  3.2, 11.7, 9.3, -14.0, 88.9, 11.4, -6.0, 1.01, 1.06
Nc1nnc(N2CCc3ccccc32)s1
  -24.1, -0.2, -3.0, 4.3, 58.6, -13.2, -4.3, 1.01, 1.04
Cc1cc(NC(=O)c2cncc(Br)c2)n(-c2ccccn2)n1
  ., 2.9, ., 7.1, 78.2, -12.3, -0.8, 1.06, 1.09
COc1cc(NS(=O)(=O)c2ccc(NC(=O)COc3ccccc3Cl)cc2)nc(OC)n1
  6.5, 2.3, 3.7, 6.4, 103.1, -4.2, 3.0, 1.05, 1.1
Cc1cc(C(=O)OCC(=O)Nc2cc(C(F)(F)F)ccc2N2CCOCC2)c(C)o1
  -10.2, 5.5, 7.0, 2.6, 87.7, -13.7, 0.5, 0.98, 1.08
Cc1cc(C)c(S(=O)(=O)N(C)CC(=O)N2CCCCC2)c(C)c1
  -0.3, -2.4, 0.3, 15.7, 84.9, 2.0, -10.6, 1.02, 1.46
Cc1cccn2c(=O)c3cc(C(=O)NC4CCS(=O)(=O)C4)sc3nc12 (stereo not drawn)
  2.6, -5.0, 1.4, 8.0, 53.0, 5.0, -2.1, 1.09, 2.12*
Cn1c(=O)[nH]c2cc(Cl)cnc21
  10.9, 1.0, 10.7, -53.4, 130.3, -4.3, 8.1, 1.01, 1.05
Cc1ccc(Nc2nc(C3CC3)cs2)cc1
  11.8, 0.0, -5.5, 0.1, 88.4, -9.5, -5.0, 1.1, 1.09
O=C(C1CC1)N1CCN=C1SCc1cccc(F)c1
  0.1, -4.4, 3.0, -1.8, 112.5, 1.3, -1.4, 1.02, 1.08
Cc1ccc2nc(/C(C#N)=N/O)[nH]c2c1
  -8.4, 1.9, 1.3, 2.4, 82.9, 1.6, -3.1, 1.04, 1.01
CN=C(NC#N)SCC(=O)c1ccc(Cl)cc1Cl
  1.6, 3.5, 2.4, -12.1, 113.7, -10.0, 3.7, 1.04, 1.04
Oc1c(C(c2ccccc2)N2CCN(Cc3ccccc3)CC2)sc2ncnn12 (stereo not drawn)
  -1.1, 11.3, -1.2, 13.7, 104.1, -3.7, -1.7, 1.05, 1.08
O=C(Cn1cnc2c(nnn2Cc2ccc(F)cc2)c1=O)NCc1ccco1
  2.2, 0.8, -7.2, 8.1, 113.8, -10.4, -3.7, 0.98, 1.1
Cc1ccc(-n2ncc3c(N4CCN(c5ccc(F)cc5)CC4)ncnc32)c(C)c1
  -0.1, 5.0, 7.1, -0.9, 105.9, -0.7, -6.4, 0.98, 1
CCN(CC)C(=O)Oc1ccc(NC(C)=O)cc1
  -5.0, -2.7, -0.7, -3.7, 116.5, -13.0, -3.6, 1, 1.03
N#CC1=C(SCC(=O)NC2CCCCC2)NC(=O)CC1c1ccco1 (stereo not drawn)
  -5.3, -1.5, 1.4, -1.7, 121.1, -5.8, -3.7, 1.01, 1.03
CCCc1[nH]nc2c1C1(C(=O)N(C(C)C)c3ccccc31)C(C#N)=C(N)O2 (stereo not drawn)
  6.9, -4.4, 2.4, 12.2, 126.2, -4.6, -0.3, 1, 0.88
CC(=O)c1ccc(N2CCN(C(=O)C3CCN(S(=O)(=O)Cc4ccccc4)CC3)CC2)cc1
  3.9, 9.3, 4.3, 8.8, 98.8, -13.0, 0.2, 1.1, 1.2
N#CCCSCc1ccc2oc(C(=O)O)cc2c1
  -1.3, 2.5, 2.1, 4.8, 106.5, 0.6, -5.0, 1.05, 1.06
COCCn1c(SCc2nnc(-c3ccccc3)o2)nc2sc3c(c2c1=O)CCC3
  -11.6, 5.7, -1.0, 26.3, 93.1, -22.8, -5.7, 1.03, 1.19
COc1cccc(-c2nc(CS(=O)(=O)CC(=O)N3CCN(C)CC3)c(C)o2)c1
  0.2, -5.4, -4.5, 5.3, 110.1, -7.1, -1.1, 1.06, 1.1
CCc1c(O)nc(SCC(=O)N2CCCCC2)n(-c2ccccc2C)c1=O
  5.9, 10.1, 5.4, 5.5, 114.3, -6.0, -1.1, 1.03, 1.04
O=C(CSCC(=O)N1CCCCC1)OCC(=O)c1c[nH]c2ccccc12
  -0.5, 6.0, 3.6, 13.3, 139.6, -7.5, -1.0, 1.01, 1
CCCc1nnc(NC(=O)Nc2ccccc2OC)s1
  12.4, 0.4, -12.5, -32.3, 71.4, 5.6, -2.7, 1.01, 1.05
COc1ccc(NCc2cc3ccccc3[nH]c2=O)cc1
  -12.3, 0.3, 1.8, -6.5, 57.3, -4.0, 12.3, 1.05, 1.2
COc1ccc(NC(=O)CC2SC(=Nc3ccccc3)NC2=O)c(OC)c1 (stereo not drawn)
  3.3, 9.0, -3.4, 10.1, 80.3, -0.4, -0.9, 1.02, 1.03
COc1ccccc1Nc1nc(C)cc(C)c1C(N)=O
  -8.8, 1.9, 0.9, -0.6, 87.4, -13.8, -0.6, 1.09, 1.12
O=C(Cn1ccsc1=NC(=O)c1ccco1)c1ccccc1
  8.2, 13.8, 9.2, -0.6, 77.1, -9.1, -2.1, 1.15, 1.07
Cc1ccc(-n2c(SCC(=O)OC(C)C)nnc2-c2ccccn2)cc1
  4.4, -6.4, -0.9, 9.9, 91.0, -3.7, -3.2, 1.06, 1.16
